# MmCpn inh = Inhibitors of TCP-1 ring complex (TRiC) of Methanococcus maripaludis (MmCpn): qHTS; purified Mm-Cpn ATPase, ADP Transcreener TR-FRET; Potency, µM (doses to about 76.9 µM), without a hit: at the top dose activity, negative = inhibition, most hits filed as inhibitors; 330,000 compounds, 0.031% hits; AID 504842, 2011; further: potency means the concentration at half of the fitted maximal effect; on the % scale 0 is the no-effect control and ±100 the full control effect; nearly all actives have a fitted effect of over 80% in size
#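 Quantitative HTS used 25 nM Mm-CPN and 10 uM ATP in magnesium/KCl Tris buffer, pH 7.4, with 1 mM DTT. Hydrolysis ran 30 min at 37°C; ADP was read by HTRF.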
# EPAC2 ag = qHTS for Agonist of cAMP-regulated guanine nucleotide exchange factor 4 (EPAC2): primary screen; Rap guanine nucleotide exchange factor 4 (Homo sapiens), Q8WZA2; EPAC2 activation, biochemical qHTS; response scale: 100% = 6.5 mM cAMP response; Potency, µM (series often up to 154 µM), without a hit: top-dose activation, usual class: activators; 360,000 compounds, 0.079% hits; AID 720711, 2013; further: potency means the concentration at half of the fitted maximal effect; nearly all actives have a fitted effect of over 50% in size
# Target sequence (Q8WZA2 whole entry, looked up): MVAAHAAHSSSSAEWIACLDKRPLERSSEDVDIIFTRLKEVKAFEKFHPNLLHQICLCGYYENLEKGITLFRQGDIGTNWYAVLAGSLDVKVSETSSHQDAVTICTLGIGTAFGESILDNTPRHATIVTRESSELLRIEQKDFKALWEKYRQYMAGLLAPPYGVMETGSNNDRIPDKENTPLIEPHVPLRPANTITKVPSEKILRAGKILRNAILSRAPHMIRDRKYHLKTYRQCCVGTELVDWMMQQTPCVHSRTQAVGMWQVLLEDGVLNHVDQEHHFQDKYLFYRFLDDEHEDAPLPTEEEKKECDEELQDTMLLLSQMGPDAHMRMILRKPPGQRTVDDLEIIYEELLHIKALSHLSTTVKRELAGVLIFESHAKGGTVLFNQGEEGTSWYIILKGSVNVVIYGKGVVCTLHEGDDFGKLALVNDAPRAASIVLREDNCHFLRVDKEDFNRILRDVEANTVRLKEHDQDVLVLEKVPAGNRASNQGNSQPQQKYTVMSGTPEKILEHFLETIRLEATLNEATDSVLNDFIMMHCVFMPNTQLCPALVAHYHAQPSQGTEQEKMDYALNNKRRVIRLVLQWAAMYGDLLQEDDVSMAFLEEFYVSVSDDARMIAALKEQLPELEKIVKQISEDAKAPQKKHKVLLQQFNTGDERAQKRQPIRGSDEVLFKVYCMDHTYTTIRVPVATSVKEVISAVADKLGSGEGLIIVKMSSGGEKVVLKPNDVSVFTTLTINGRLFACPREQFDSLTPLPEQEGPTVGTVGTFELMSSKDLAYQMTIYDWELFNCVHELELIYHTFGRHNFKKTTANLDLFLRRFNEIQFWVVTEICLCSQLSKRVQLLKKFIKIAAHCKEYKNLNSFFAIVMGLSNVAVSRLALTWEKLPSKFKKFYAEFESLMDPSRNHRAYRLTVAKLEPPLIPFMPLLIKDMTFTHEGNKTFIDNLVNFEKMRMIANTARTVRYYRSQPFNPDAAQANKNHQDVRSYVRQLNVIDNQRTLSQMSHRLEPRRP
#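 In this primary screen, activation is scored as increased exchange of BODIPY-GDP from Rap1B by 100 nM EPAC2, with 50 uM GDP as competitor. Signal is normalized to the 6.5 mM cAMP agonist control.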
# TGFb SMAD3 inh = qHTS for Inhibitors of TGF-b; HepG2 CAGA-GFP TGF-b/SMAD3 reporter, GFP fluorescence, 18 h; TGF-beta stimulated, 500 pg/mL final; Potency, µM (series often up to 46.1 µM), without a hit: at the highest dose activity, negative = inhibition, hits mostly inhibitors; 410,000 compounds, 1.2% hits; AID 588855, 2011; further: potency means the concentration at half of the fitted maximal effect; on the % scale 0 is the no-effect control and ±100 the full control effect; nearly all actives have a fitted effect of over 65% in size
#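 Inhibition was scored as loss of TGF-beta-induced (500 pg/mL final, 18 hours, 37 degrees C) GFP in HEPG2 cells carrying a CAGA-GFP reporter, in DMEM with 1% FBS. Well GFP was summed per cell; Activity was normalised to unstimulated and stimulated DMSO wells, then concentration-response fitting.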
# CCT modulator = High-Throughput Screening for Modulators of Cytosolic Chaperonin Activity; purified chaperonin ATPase assay, HTRF ADP detection, 30 min; activity change, % (concentration not given with the values), hits read low; 360,000 compounds, 0.3% hits; in the data active means activity change below about -30%; further: on the % scale 0 is the no-effect control and ±100 the full control effect
#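 TRiC (40 or 20 nM final, by batch activity) in 30 mM Tris pH 7.4, 100 mM KCl, 5 mM MgCl2, 1 mM DTT was treated with compound at 76 uM single dose, then 10 uM ATP, 30 min at 37 °C. ADP was read by HTRF Transcreener.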
# Akt phos inh = HTS Assay for Inhibitors of Akt Phophorylation: Primary Screen; Neuro2A IGF-stimulated pAkt S473 HTRF, 20 min; hits give low values; activity change, % for hits at 50 µM; 360,000 compounds, 0.32% hits; AID 651550, 2012; in the data active means activity change below about -80%; inconclusive means mostly about -51% to -80%; further: on the % scale 0 is the no-effect control and ±100 the full control effect
#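 Neuro2A cells (4,500/well, DMEM with 0.5% FBS) were treated with compound at a single 50 µM final concentration, stimulated with 6 nM IGF for 20 min at 37 °C, and lysed. Phospho-Akt Ser473 was read by HTRF as 665/615 ratio ×10^4.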
# Nrf2 activator = qHTS of Nrf2 Activators | AREc32 ARE-luciferase reporter (MCF7-derived line), luminescence, 24 h | 410,000 compounds, 0.31% hits | AID 624171, 2012 | Potency, µM (series often up to 46.1 µM), for inactives: at the highest dose activation, actives largely listed as activators; further: potency means the concentration at half of the fitted maximal effect; % of control where 0% means no effect; nearly all actives have a fitted effect of over 65% in size
#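 AREc32 cells carrying an ARE-driven firefly luciferase, 1000 cells/well in OPTI-MEM with 5% FBS, dosed after overnight attachment and incubated 24 hr at 37 deg C. Steady-Glo luminescence read after 30 min at RT.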
# Nrf2 inh = Nrf2 qHTS screen for inhibitors; A549 ARE-Fluc reporter, luciferase luminescence, 18-24 h; Potency, µM (titrated, usually from 46 µM), inactives show at the top dose activity change, negative = inhibition, most hits filed as inhibitors; 360,000 compounds, 2.1% hits; AID 504444, 2011; further: potency means the concentration at half of the fitted maximal effect; on the % scale 0 is the no-effect control and ±100 the full control effect; nearly all actives have a fitted effect of over 60% in size
#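 Nrf2 activity is the BugLite luminescence, read 15 min after reagent at room temperature, following CellTiter-Fluor cytotoxicity readout (30 min, 37C). Compound titrations were applied for 18-24 h to 5000 A549 ARE_Fluc cells/well in 5% FBS OPTI-MEM.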
# A549 viability = Nrf2 qHTS screen for inhibitors: counterscreen for cytotoxicity; A549 ARE-Fluc cells, CellTiter-Fluor viability, 18-24 h; Potency, µM (series often up to 46 µM), for the others: top-dose activity change, negative = cytotoxicity, usual class: inhibitors; 390,000 compounds, 0.16% hits; further: potency means the concentration at half of the fitted maximal effect; on the % scale 0 is the no-effect control and ±100 the full control effect
#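 A549 ARE_Fluc cells in 5% FBS OPTI-MEM were exposed to compounds in concentration-response for 18-24 h at 37 deg C. Viability was read by CellTiter-Fluor fluorescence (Ex 405/Em 525) after 30 min, before the luciferase read.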
# EPAC2 antag = qHTS for Antagonist of cAMP-regulated guanine nucleotide exchange factor 2 (EPAC2): primary screen; Rap guanine nucleotide exchange factor 4 (Homo sapiens), Q8WZA2; EPAC2 GEF exchange of Rap1B-BODIPY-GDP, fluorescence; Potency, µM (highest dose often 114 µM), for inactives: at the top dose activity, negative = inhibition, hits mostly inhibitors; 360,000 compounds, 0.18% hits; AID 720708, 2013; further: potency means the concentration at half of the fitted maximal effect; on the % scale 0 is the no-effect control and ±100 the full control effect; nearly all actives have a fitted effect of over 45% in size; many of its hits are not listed in these tables
# Active calls of the source: *; i = inactive; ? = inconclusive; · = not tested or not shown; [ ] = remark or other dose. Unless noted, the call rests on the fitted dose curve; in most records, active means well fitted curve in the direction sought with a large enough effect; inconclusive means small, poorly fitted or top-dose-only effect, or another doubt; inactive means no such curve, though single readings can be large; an effect the other way counts as inactive or inconclusive.
nr	Compound	Akt phos inh	MmCpn inh	A549 viability	CCT modulator	TGFb SMAD3 inh	EPAC2 antag	Nrf2 inh	EPAC2 ag	Nrf2 activator
1	Fc1ccc(CN2CCCN(C(=S)Nc3ccc(F)cc3)CC2)cc1	i	3.3%	2.2%	-2.3	0.0%	-1.7%	0.5%	21.6%	0.9%
2	COc1ccc(O)c(C(=O)CC(=O)c2ccncc2)c1	i	·	1.8%	-3.8	-6.0%	2.2%	?	-2.2%	0.3%
3	COc1ccc(CC(N)c2csc(NC(=O)Nc3ccccc3Cc3ccccc3)n2)cc1 (stereo not given)	i	·	·	-0.9	?	-8.1%	·	10.7%	0.1%[9.22 µM]
4	COc1ccc(C(=O)N2CCN(C(=O)CC(C)C)CC2)cc1OC	i	0.2%	-3.1%	-3.6	1.6%	-0.9%	-6.4%	4.5%	-0.6%
5	Cc1cc(C)c(NC(=S)N(CCN(C)C)Cc2cccs2)c(C)c1	i	-4.7%	3.0%	4.4	-13.3%	4.9%	0.4%	-2.3%	-0.1%
6	O=C(CCN1C(=O)C2CC=CCC2C1=O)Nc1nc(-c2ccc(F)c(F)c2)cs1 (stereo not given)	i	-2.0%	3.2%	2.0	-5.7%	-16.1%	?	5.2%	-0.1%
7	CC(C)CCN1C(=O)c2ccccc2C1c1nnnn1-c1ccc2c(c1)OCCO2 (stereo not given)	i	·	·	0.4	·	3.7%	·	0.8%	0.6%
8	COc1ccc(-c2noc(=O)n2Cc2ccccc2F)cc1	i	-2.1%	14.0%	-5.4	-0.6%	-12.1%	13.6%	18.8%	-0.5%
9	CCOC(=O)c1ccccc1NC(=O)N1CCCn2nc(C)cc21	·	·	-1.2%	·	18.0%	·	3.1%	·	4.8%
10	COc1ccc(C(=O)NC(Cc2c[nH]c3ccccc23)C(=O)O)cc1 (stereo not given)	i	0.8%	2.0%	-2.7	0.7%	-3.9%	-3.4%	4.2%	6.4%
11	Cc1ccc(S(=O)(=O)N2CCN(C(=O)C(F)(F)F)C2c2ccc(N(C)C)cc2)cc1 (stereo not given)	i	2.0%	-2.3%	2.0	2.0%	1.3%	0.2%	2.7%	-0.2%
12	Clc1ccc(CN2C3=NCCCN3c3ccccc32)cc1	i	0.4%	9.9%	-0.8	3.4%	5.5%	-6.6%	6.2%	0.5%
13	Cc1cc(C)nc(S/C=C/C(=O)c2ccccc2)n1	i	-2.3%	?	-2.5	3.16µM*	-7.9%	?	3.2%	-1.5%
14	O=C(COC(=O)c1ccc(O)cc1)c1ccc(S(=O)(=O)N2CCCCC2)cc1	i	-3.4%	-9.4%	-0.8	-2.3%	-22.9%	?	4.3%	2.5%
15	Cc1oc2c(C)c3oc(=O)c4c(c3cc2c1C)CCCC4	i	-0.8%[15.4 µM]	-0.7%	0.9	15.1%	14.8%	7.4%	-2.2%	0.2%
16	COc1ccc(CCNC(=O)CC(Cc2ccc(C)cc2)C(=O)O)cc1OC (stereo not given)	i	2.3%	-4.8%	0.0	-14.6%	5.3%	-7.9%	-2.5%	-0.1%
17	COCCN1CCN(C(=O)c2cc(COc3ccc(F)cc3Cl)on2)CC1	i	1.6%	3.6%	-0.2	?	8.2%	1.4%	-3.5%	-0.3%
18	COc1cc(OC)c(C2C=C(C(=O)O)Nc3ncnn32)cc1OC (stereo not given)	·	·	2.0%	·	?	·	4.9%	·	-0.8%
19	Cc1cc(=O)oc2cc(OCC(=O)Nc3c(Cl)cccc3C(F)(F)F)ccc12	i	-0.3%	0.8%	0.0	16.0%	10.8%	25.8%	-0.8%	0.3%
20	COc1ccc(C(NC(=O)C(C)C)c2ccc3cccnc3c2O)cc1 (stereo not given)	i	1.8%	-14.9%	-3.2	4.47µM*	?	?	6.5%	0.4%
21	Cn1c(NCCN2CCCCC2)cc(=O)n(C)c1=O	i	2.4%	?	1.9	9.0%	0.9%	·	9.8%	-0.4%
22	O=C(NCC1CCCO1)c1cccc(S(=O)(=O)N(Cc2ccccc2)c2ccccc2)c1 (stereo not given)	i	-0.7%	7.3%	-0.2	16.7%	-2.5%	-9.2%	-3.9%	-0.1%
23	CCOC(=O)c1c(C)oc(C)c(C(=O)OCC)c1=O	i	-3.7%	-5.9%	1.3	10.3%	8.6%	-2.3%	10.1%	-1.0%
24	O=C(CNC(=O)c1ccccc1F)OCCOc1cccc(Cl)c1	i	1.7%	-10.6%	-0.2	1.4%	-12.3%	0.1%	6.7%	-0.3%
25	CC(=O)Oc1ccc(N(C(C)=O)S(=O)(=O)c2ccc(C)c([N+](=O)[O-])c2)cc1	i	0.9%	8.2%	-1.7	-1.2%	3.8%	-0.6%	1.3%	-0.6%
26	Cc1ccc(S(=O)(=O)/N=C2/NC(=O)/C(=C/c3cc([N+](=O)[O-])ccc3O)S2)cc1	i	-0.9%	?	-1.1	27.9%	-24.9%	6.9%	6.4%	-0.4%
27	COC(=O)c1ccccc1NC(=O)CSc1nc(=O)cc(N)n1-c1ccccc1	·	·	-7.1%	·	-3.9%	·	6.6%	·	-0.5%
28	CCOn1c(=O)c(-c2cccc(Br)c2)[n+]([O-])c2ccccc21	i	0.5%	0.4%	-0.5	-4.7%	4.5%	23.0%	4.2%	9.7%
29	O=C(CN(Cc1cccs1)C(=O)CNS(=O)(=O)c1ccccc1)NCc1ccco1	i	0.7%	-1.6%	2.1	16.0%	-0.1%	5.2%	7.0%	-0.8%
30	CC1=NN(C(=O)c2ccco2)C(O)(c2ccccc2)C1 (stereo not given)	i	-0.6%	-10.5%	-0.6	?	1.4%	-1.0%	0.2%	?
31	COCC(=O)Nc1nc(-c2ccccc2)c(C)s1	i	1.7%	?	0.0	-2.3%	10.9%	-9.6%	5.5%	3.0%
32	O=C(NNC(=O)c1cc(-c2ccccc2)n(-c2ccccc2)n1)c1cccc([N+](=O)[O-])c1	i	0.0%	11.1%	-0.9	-11.3%	3.4%	7.2%	-9.9%	0.3%[9.22 µM]
33	Cc1ccc(N(CC(O)CN2CCCCC2)S(=O)(=O)c2ccc(C)cc2)cc1 (stereo not given)	i	0.0%	-0.4%	1.4	-4.5%	0.5%	17.3%	6.7%	0.2%
34	Cn1c(SCC(=O)NC2CCCC2)nnc1-c1ccc(S(=O)(=O)N2CCOCC2)cc1	i	-0.2%	12.1%	-2.7	-23.8%	8.1%[57.1 µM]	-0.2%	-3.1%	0.2%
35	Cn1c(=O)c2cc(NC(=S)NC3CC3)ccc2n1C/C=C/c1ccccc1	i	·	·	-0.1	14.4%	7.0%	·	7.5%	0.2%
36	O=C1CCN(S(=O)(=O)c2cc(C(F)(F)F)ccc2Cl)CC1	i	-3.1%	-1.7%	-0.8	2.6%	1.0%	15.0%	-3.1%	-0.5%
37	CCCN=Cc1c(CCC)[nH]n(-c2nc3ccccc3s2)c1=O	i	-1.5%	3.6%	-8.8	-12.9%	-12.1%	-15.3%	6.7%	0.4%
38	CCc1cccc(Nc2c([N+](=O)[O-])cc(C(=O)N3CC(=O)Nc4ccccc43)cc2[N+](=O)[O-])c1	i	0.7%	-13.2%	-3.3	?	-11.3%	?	8.2%	0.2%
39	CCC(=O)Nc1nnc(-c2cccs2)s1	i	?	0.2%	1.5	3.9%	4.2%	?	-6.5%	24.5%
40	CCOc1ccc(CSC(=N)N)cc1	i	-0.4%	-11.9%	-1.1	-3.5%	23.2%	7.1%	8.0%	3.5%

# Part of the list above with just EPAC2 ag, A549 viability and Akt phos inh.
No.	Compound	EPAC2 ag	A549 viability	Akt phos inh
36	O=C1CCN(S(=O)(=O)c2cc(C(F)(F)F)ccc2Cl)CC1	-3.1%	-1.7%	i
35	Cn1c(=O)c2cc(NC(=S)NC3CC3)ccc2n1C/C=C/c1ccccc1	7.5%	·	i

# Next structures.
nr	Compound	Akt phos inh	MmCpn inh	A549 viability	CCT modulator	TGFb SMAD3 inh	EPAC2 antag	Nrf2 inh	EPAC2 ag	Nrf2 activator
41	CCC(=O)N1CCCC(C)(C(=O)Nc2ccc(OC)c(F)c2)C1 (stereo not given)	i	·	·	0.3	-2.9%	17.9%	·	1.9%	-1.0%
42	Cc1ccc(N=C2NC(=O)/C(=C/c3cccnc3)S2)cc1C	i	1.9%	24.8%	1.8	-22.7%	-3.3%	-16.9%	3.2%	2.1%
43	COc1ccc([N+](=O)[O-])cc1NC(=O)COC(=O)c1ccccc1C(=O)c1ccccc1	i	-4.6%	1.8%	-1.4	-16.9%	-15.8%	-28.1%	12.4%	10.8%
44	Cc1ccc(-c2noc(CN3C(C)CCCC3C)n2)cc1 (stereo not given)	i	2.3%	8.7%	-0.3	8.0%	-9.0%	0.6%	9.4%	0.2%
45	COc1ccc2c(c1)CCC1C2CCC2(C)C(O)C(=O)CC12 (stereo not given)	i	·	-13.1%	-2.4	-7.1%	-4.2%	-6.8%	3.0%	0.2%
46	CNc1nc(N)c(C(=O)C(C)(C)C)s1	i	-1.6%	-19.2%	3.1	?	7.9%	-5.8%	-0.2%	0.5%
47	COc1ccc(N(CC(=O)NCc2ccccc2)S(C)(=O)=O)cc1	i	0.5%	1.0%	-1.0	?	-0.1%	23.1%	8.3%	1.8%

# Bioassay records as filed in PubChem.

# Not all compounds are listed. The share of hits here may be higher or lower than overall.
